Screening data deposited in PubChem BioAssay by National Center for Advancing Translational Sciences (NCATS).
POLK inh = qHTS for Inhibitors of Polymerase Kappa. hit rate 0.53% among 400,000. DNA polymerase kappa (Homo sapiens), Q9UBT6. purified Pol kappa, fluorescent DNA synthesis assay, 10 min. AID 588579, 2011. Potency, µM (highest dose often 107 µM), without a hit: top-dose activity, negative = inhibition, usual class: inhibitors
Target sequence (Q9UBT6 whole entry, looked up): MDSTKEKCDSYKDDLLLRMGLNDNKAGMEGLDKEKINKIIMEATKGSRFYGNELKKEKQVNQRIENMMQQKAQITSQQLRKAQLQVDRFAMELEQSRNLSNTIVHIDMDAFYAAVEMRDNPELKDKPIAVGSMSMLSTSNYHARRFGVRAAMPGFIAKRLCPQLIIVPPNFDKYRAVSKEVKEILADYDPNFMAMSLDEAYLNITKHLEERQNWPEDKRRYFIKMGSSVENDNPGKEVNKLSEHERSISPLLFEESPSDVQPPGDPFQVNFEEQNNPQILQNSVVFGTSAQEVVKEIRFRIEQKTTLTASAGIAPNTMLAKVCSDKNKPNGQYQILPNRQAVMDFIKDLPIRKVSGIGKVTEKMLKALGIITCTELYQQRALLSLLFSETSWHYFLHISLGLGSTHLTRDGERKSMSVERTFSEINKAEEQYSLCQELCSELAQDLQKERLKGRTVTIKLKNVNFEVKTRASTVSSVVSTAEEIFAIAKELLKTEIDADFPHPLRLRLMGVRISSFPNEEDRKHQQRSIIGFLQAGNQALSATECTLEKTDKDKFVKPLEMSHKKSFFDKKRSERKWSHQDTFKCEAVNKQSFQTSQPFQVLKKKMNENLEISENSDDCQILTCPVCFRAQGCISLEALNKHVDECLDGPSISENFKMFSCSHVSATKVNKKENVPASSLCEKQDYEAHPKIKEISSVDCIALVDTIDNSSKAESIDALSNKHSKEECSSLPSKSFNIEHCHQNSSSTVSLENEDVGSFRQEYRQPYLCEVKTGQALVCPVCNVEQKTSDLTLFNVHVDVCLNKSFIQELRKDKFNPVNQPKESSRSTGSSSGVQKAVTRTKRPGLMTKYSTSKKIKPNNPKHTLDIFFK
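Pol kappa 10 nM + cpd, 15 min RT; start w/ substrate 50 nM final; fluorescence kinetic read, 0 and 10 min. Neg ctrl: buffer, no enzyme.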
BLM inh = qHTS Assay for Inhibitors of Bloom's syndrome helicase (BLM); recombinant BLM DNA unwinding, fluorescence dequenching; Potency, µM (titrated, usually from 56.1 µM), for the others: at the highest dose activity change, negative = inhibition, actives largely listed as inhibitors; hit rate 0.2% among 350,000; AID 2528, 2010;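 also: plate controls were vehicle for no effect and no enzyme for full effect; nearly all actives have a fitted effect of over 35% in size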
APEX1 inh = qHTS Assay for Inhibitors of the Human Apurinic/apyrimidinic Endonuclease 1 (APE1) | hit rate 0.35% among 350,000 | Potency, µM (series often up to 65.8 µM), for the others: at the highest dose activity change, negative = inhibition, usual class: inhibitors | recombinant APE1, TAMRA/BHQ-2 abasic DNA cleavage fluorescence;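 also: plate controls were vehicle for no effect and reference inhibitor for full effect; nearly all actives have a fitted effect of over 55% in size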
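0.75 nM APE1 + cpd, 15 min RT; start w/ 50 nM TAMRA/BHQ-2 THF-abasic dsDNA; kinetic fluor 525/598 nm ×3 reads @60 s; Δ(read3−read1); normalized to DMSO and NSC13755 control wells.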
Numbers without * were called inactive; u = inconclusive; & = joins results of further samples; [ ] = dose if it differs, or a comment. Calls follow the shape of the dose curve; as a rule, active = well fitted curve in the direction sought with a large enough effect; inconclusive = small, poorly fitted or top-dose-only effect, or another doubt; inactive = no such curve, though single readings can be large; an effect the other way counts as inactive or inconclusive. Unless noted, % is scaled to controls: 0 for no effect and ±100 for the full control effect; potency is read from the fitted curve at half-maximal effect. These rows are one share of the data; count on the stated rates, not on these rows.

Each structure is followed by: APEX1 inh | BLM inh | POLK inh
- OCCNCCCOc1cccc(Cl)c1Cl
 : -9% | 6% | -6%[19.4 µM]
- OCC1OC(Oc2cccc3cccnc23)C(O)C(O)C1O (stereo not drawn)
 : -3% | 0% | -6%[19.4 µM]
- CCCCCC1C(=O)CCC1CC(=O)O (stereo not drawn)
 : 0% | -8% | -3%[60.1 µM]
- c1cncc(-c2ccc3ncnc(N4CCNCC4)c3c2)c1
 : 2% | -8% | 1%[60.1 µM]
- NCCC(=O)N[C@@H](Cc1cnc[nH]1)C(=O)O
 : -10% | -2% | -6%[19.4 µM]
- Cc1ccccc1N1CCN(S(=O)(=O)CC23CCC(CC2NC(=O)C(N)CCS(C)(=O)=O)C3(C)C)CC1 (stereo not drawn)
 : -2% | -4% | 6%[60.1 µM]
- O=c1cc(-c2cccc(O)c2)oc2c(O)c(O)ccc12
 : u | -1% | 2.8µM*
- CC[C@@]1([C@@H]2O[C@@H]([C@H]3O[C@@](O)(CO)[C@H](C)C[C@@H]3C)C[C@@H]2C)CC[C@@H]([C@]2(C)CCC3(C[C@H](O)[C@@H](C)[C@@H]([C@@H](C)[C@@H](OC)[C@H](C)C(=O)O)O3)O2)O1 (stereo partly drawn)
 : -2% | -1% | 15%[60.1 µM]
- CSCC[C@H](NC(=O)[C@H](CC(C)C)N1CCC(NC(=O)[C@@H](NC(=O)[C@H](Cc2ccccc2)NC(=O)[C@H](CO)NC(=O)[C@H](CC(=O)O)NC(=O)[C@@H](N)CCCCN)C(C)C)C1=O)C(N)=O (stereo partly drawn)
 : 17% | -9% | -6%[60.1 µM]
- OCCOCCN1CCN(Cc2cccc(Oc3ccccc3)c2)CC1
 : 2% | 5% | 14%[60.1 µM]
- CCC(C)C(=O)OC1CC(C)C=C2C=CC(C)C(CCC3CC(O)CC(=O)O3)C21 (stereo not drawn)
 : 0% | 4% | -2%[60.1 µM]
- COc1cc2c3cc1Oc1cc(ccc1O)CC1c4c(cc(OC)c(O)c4Oc4ccc(cc4)CC3N(C)CC2)CC[N+]1(C)C (stereo not drawn)
 : 2% | 49%[activator] | -7%[60.1 µM]
- CCOc1cc(/C=C(\C#N)C(N)=O)cc(CSc2ccccc2)c1O
 : -5% | -6% | 10%[60.1 µM]
- CC12CCC3C(CC3(C)C)C(C)(CCC1=O)O2 (stereo not drawn)
 : 2% | -9% | -4%[60.1 µM]
- O=c1c(O)c(-c2ccc(O[C@@H]3O[C@H](CO)[C@@H](O)[C@H](O)[C@H]3O)c(O)c2)oc2cc(O)cc(O)c12
 : u | -7% | -15%[60.1 µM]
- CN(C)c1ccc(-c2cncnc2NCc2ccccc2)cc1
 : 1% | 0% | -8%[60.1 µM]
- O=C(O)C1NCCN(C(=O)c2ccc3c(ccc4ccccc43)c2)C1C(=O)O (stereo not drawn)
 : -3% | 3% | 7%[60.1 µM]
- CNc1nc2c(N)ncnc2n1[C@@H]1O[C@@H]2COP(=O)(O)O[C@H]2[C@H]1O
 : -6% | -2% | 13%[60.1 µM]
- CC(=O)Nc1ccc(-c2nc3ccc(Cl)cc3[nH]2)cc1
 : -2% | -6% | -13%[19.4 µM]
- CC(C)N1CCN(c2ccc(C(=O)c3c(-c4ccc(O)cc4)sc4cc(O)ccc34)cc2)CC1
 : -7% | -2% | 6%[60.1 µM]
- OCC1=C[C@@H](O)[C@@H]2C=CO[C@@H](OC3O[C@H](CO)[C@@H](O)[C@H](O)[C@H]3O)[C@H]12 (stereo partly drawn)
 : 0% | -8% | 18%[60.1 µM]
- C[C@](O)(C(=O)Nc1ccc(S(=O)(=O)c2ccccc2)cc1)C(F)(F)F
 : 7% | -4% | -13%[19.4 µM]
- C[C@@H]1COC(=O)O1
 : 0% | -4% | 11%[60.1 µM]
- CS(=O)(=O)Nc1cccc(-c2nc(NCc3cccnc3)c3ccccc3n2)c1
 : -3% | 6% | 3%[60.1 µM]
- Cc1ccc(-c2nn(CC(C)(C)C)c3ncnc(N)c23)cc1
 : -2% | -2% | -8%[19.4 µM]
- CC1=CC(=O)[C@@H]2C[C@H]1C2(C)C
 : 0% | 2% | -7%[19.4 µM]
- [N-]=[N+]=NCC1OC(n2cnc3c(=O)[nH]c(N)nc32)C(O)C1O (stereo not drawn)
 : -1% | 2% | 0%[60.1 µM]
- CC(=O)OC1CC[C@@]2(C)C3=CC(=O)[C@]4(C)C(CC5OC6(OCC(C)CC6Br)C(C)C54)C3CC[C@H]2C1 (stereo partly drawn)
 : 9% | -2% | -8%[60.1 µM]
- OC[C@H]1NC[C@@H](O)[C@@H](O)[C@@H]1O
 : -2% | 5% | -18%[60.1 µM]
- O=C(O)c1ccccc1Nc1ccc(CCc2ccc(Cl)c(Cl)c2)cc1
 : -2% | u | u
- COC(=O)c1cc(=O)c(O)c2c(O)c(O)ccc2c1
 : 1.3µM* | u | 1.1µM*
- COc1ccc([N+](=O)[O-])c2c1CCN2C(=O)CC[C@H](N)C(=O)O
 : -7% | -2% | -5%[19.4 µM]
- NC(N)=NCCC[C@H](N)C(=O)NCC(=O)N[C@@H](CC(=O)O)C(=O)N[C@@H](CO)C(=O)O
 : -3% | 3% | 12%[60.1 µM]
- CCC(C)c1cc([N+](=O)[O-])cc([N+](=O)[O-])c1OC(C)=O (stereo not drawn)
 : 16% | 1% | -8%[60.1 µM]
- Nc1ncnc2c1ncn2C1CC(O)C(CO)O1 (stereo not drawn)
 : 0%&0% | 1%&-8% | -16%[19.4 µM]
- Cc1o[nH]c(=O)c1CC[C@H](N)C(=O)O
 : u | -5% | -3%[19.4 µM]
- COC(=O)CCC(C)C1CCC2C3CC[C@H]4CC(O)CC[C@@]4(C)C3CC(O)[C@]12C (stereo partly drawn)
 : -3% | -15% | -9%[60.1 µM]
- CN(C)c1ccc(-c2nc(N3CCNCC3)c3ccccc3n2)cc1
 : 13% | 12% | -11%[60.1 µM]
- COc1ccc2c(=O)cc(-c3ccccc3)oc2c1O
 : -8% | -10% | -8%[19.4 µM]
- Nc1ncn(C2OC(CO)C(O)C2O)c(=O)n1 (stereo not drawn)
 : 0% | -6% | 0%[60.1 µM]
- CC[C@H](C)[C@H](NC(=O)[C@H](CCC(=O)O)NC(=O)CNC(=O)[C@@H](NC(=O)[C@H](CCC(=O)O)NC(=O)[C@H](CCC(=O)O)NC(=O)[C@H](CC(C)C)NC(=O)CNC(=O)[C@@H]1CCCN1C(=O)[C@H](CCC(=O)O)NC(=O)[C@@H](N)[C@@H](C)O)C(C)C)C(=O)N[C@@H](CCC(=O)O)C(=O)N[C@@H](CCC(N)=O)C(=O)N[C@@H](CCCCN)C(=O)N[C@@H](CCC(N)=O)C(=O)N[C@@H](CC(C)C)C(=O)N[C@@H](CCC(N)=O)C(=O)O
 : 2% | 1% | 10%[60.1 µM]
- COc1cccc(-c2cc(NCc3cccs3)ncn2)c1
 : -2% | 7% | -6%[60.1 µM]
- CCNC(=O)[C@H]1O[C@H](n2cnc3c(N)nc(NCCc4ccc(CCC(=O)O)cc4)nc32)[C@@H](O)[C@@H]1O
 : -11% | -2% | -12%[19.4 µM]
- CC1CC[C@@]23CCC4(C)[C@@]5(C)CCC6C(C)(C)C(O)CC[C@@]6(C)C5C=C[C@@]4(OC2=O)C3C1C (stereo partly drawn)
 : -2% | 0% | -10%[60.1 µM]
- COc1ccc2[nH]cc(CCNc3nc(-c4ccc(C(=O)N(C)C)cc4)nc4ccccc34)c2c1
 : 4% | -3% | -8%[60.1 µM]
- CC(C)C[C@H](NC(=O)[C@H](CCCCN)NC(=O)CNC(=O)[C@H](CC(C)C)NC(=O)[C@@H](NC(=O)[C@@H]1CSSC[C@H](N)C(=O)N[C@@H](CO)C(=O)N[C@@H](CC(N)=O)C(=O)N[C@@H](CC(C)C)C(=O)N[C@@H](CO)C(=O)N[C@@H]([C@@H](C)O)C(=O)N1)C(C)C)C(=O)N[C@@H](CO)C(=O)N[C@@H](CCC(N)=O)C(=O)N[C@@H](CCC(=O)O)C(=O)N[C@@H](CC(C)C)C(=O)N[C@@H](Cc1cnc[nH]1)C(=O)N[C@@H](CCCCN)C(=O)N[C@@H](CC(C)C)C(=O)N[C@@H](CCC(N)=O)C(=O)N[C@H](C(=O)N[C@@H](Cc1ccc(O)cc1)C(=O)N1CCC[C@H]1C(=O)N[C@@H](CCCNC(=N)N)C(=O)N[C@H](C(=O)N[C@@H](CC(N)=O)C(=O)N[C@H](C(=O)NCC(=O)N[C@@H](CO)C(=O)NCC(=O)N[C@H](C(=O)N1CCC[C@H]1C(N)=O)[C@@H](C)O)[C@@H](C)O)[C@@H](C)O)[C@@H](C)O
 : 13% | -1% | 5%[60.1 µM]
- CN(C)C(=O)c1ccc(-c2ccc3ncnc(NC4CCNCC4)c3c2)cc1
 : 2% | 7% | 7%[60.1 µM]
- OC[C@H]1NC[C@H](O)[C@@H](O)[C@H]1O
 : u | 0% | -3%[19.4 µM]
- COc1ccc(-c2nc(C(=O)N3CCN(C)CC3)sc2-c2ccc(OC)cc2)cc1
 : 6%&-2% | 0%&1% | -14%[60.1 µM]
- CSC(N)=NCCCC(N)C(=O)O (stereo not drawn)
 : 4% | -9% | u
- CCN(CC)c1ccc(/C=N/NC(=O)c2ccc(O)cc2)cc1
 : u | -5%&-7% | 1%[60.1 µM]
- CO[C@]12C[C@@H](COC(=O)c3cncc(Br)c3)CN(C)[C@@H]1Cc1cn(C)c3cccc2c13
 : -7%&5% | -1%&-6% | -8%&-9%[19.4 µM]
- COc1ccc(-c2coc3cc(OC(C)=O)cc(OC(C)=O)c3c2=O)cc1
 : 1% | -3% | -7%[60.1 µM]
- NCCCCCCC(O)(P(=O)(O)O)P(=O)(O)O
 : 2% | 2% | 11%[60.1 µM]
- O=c1cc(-c2ccccc2O)oc2cc(O)ccc12
 : 14% | -12% | -6%[60.1 µM]
- CC(=O)NCCNc1nc(-c2ccccc2Cl)nc2ccccc12
 : 3% | -12% | -2%[60.1 µM]
- CC[C@H](C)[C@H](NC(=O)[C@H](Cc1ccc(O)cc1)NC(=O)[C@H](Cc1cnc[nH]1)NC(=O)[C@H](CCCNC(=N)N)NC(=O)[C@H](CC(C)C)NC(=O)[C@H](C)NC(=O)[C@H](CO)NC(=O)[C@H](Cc1ccc(O)cc1)NC(=O)[C@H](Cc1ccc(O)cc1)NC(=O)[C@H](CCCNC(=N)N)NC(=O)[C@H](C)NC(=O)[C@H](CC(C)C)NC(=O)[C@H](CC(=O)O)NC(=O)[C@H](CCC(=O)O)NC(=O)[C@H](C)NC(=O)[C@@H]1CCCN1C(=O)[C@H](C)NC(=O)[C@H](CC(=O)O)NC(=O)[C@H](CCC(=O)O)NC(=O)CNC(=O)[C@@H]1CCCN1C(=O)[C@H](CC(N)=O)NC(=O)[C@H](CC(=O)O)NC(=O)[C@@H]1CCCN1C(=O)[C@H](CCCCN)NC(=O)[C@H](CO)NC(=O)[C@@H]1CCCN1C(=O)[C@@H](N)Cc1ccc(O)cc1)C(=O)N[C@@H](CC(N)=O)C(=O)N[C@@H](CC(C)C)C(=O)N[C@H](C(=O)N[C@H](C(=O)N[C@@H](CCCNC(=N)N)C(=O)N[C@@H](CCC(N)=O)C(=O)N[C@@H](CCCNC(=N)N)C(=O)N[C@@H](Cc1ccc(O)cc1)C(N)=O)[C@@H](C)O)[C@@H](C)CC
 : 1% | -7% | 7%[60.1 µM]
- CNc1ncncc1-c1ccccc1OC
 : 4% | 1% | -11%[60.1 µM]
- C/C1=C\[C@@H](O)C(C(C)C)C(OC(=O)c2ccc(O)cc2)C/C(C)=C/CC1 (stereo partly drawn)
 : u | -11% | -4%[60.1 µM]
- CC[C@@H](C(=O)[C@@H](C)[C@@H](O)[C@H](C)CCc1ccc(C)c(O)c1C(=O)O)C1O[C@](CC)(C2CC[C@](O)(CC)[C@H](C)O2)C[C@@H]1C (stereo partly drawn)
 : -2% | -4% | -3%[60.1 µM]
- CC1C(=O)OC2CC34C5CC(C(C)(C)C)C36C(OC(=O)C6O)OC4(C(=O)O5)C21O (stereo not drawn)
 : -2% | 0% | -4%[19.4 µM]
- COc1ccccc1-c1cncnc1NCCc1cnc[nH]1
 : -1% | -8% | -5%[60.1 µM]

Part of the list above in another layout.
CC[C@@H](C(=O)[C@@H](C)[C@@H](O)[C@H](C)CCc1ccc(C)c(O)c1C(=O)O)C1O[C@](CC)(C2CC[C@](O)(CC)[C@H](C)O2)C[C@@H]1C (stereo partly drawn)
  APEX1 inh: -2%
  BLM inh: -4%
  POLK inh: -3%[60.1 µM]
CC1C(=O)OC2CC34C5CC(C(C)(C)C)C36C(OC(=O)C6O)OC4(C(=O)O5)C21O (stereo not drawn)
  APEX1 inh: -2%
  BLM inh: 0%
  POLK inh: -4%[19.4 µM]
COc1ccccc1-c1cncnc1NCCc1cnc[nH]1
  APEX1 inh: -1%
  BLM inh: -8%
  POLK inh: -5%[60.1 µM]
